Compound activity (PubChem BioAssay)
WRN helicase inh: WRN helicase (human) inhibition | WRN helicase unwinding, fluorescent forked duplex, kinetic | AID 651768 | hit rate 0.46% among 360,000 | Potency, µM (series often up to 114 µM), for the others: at the top dose activity change, negative = inhibition, usual class: inhibitors; note: potency is the fitted concentration of half-maximal effect; % is set by controls: 0 for no effect and ±100 for the full control effect; nearly all actives have a fitted effect of over 55% in size
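Fluorescence dequenching readout, ex 525 nm/em 598 nm, kinetic mode: forked duplex DNA (100 nM final) with adjacent fluorophore and quencher unwound by WRN (20 nM final) with 2 mM ATP. Compound preincubation 15 min, room temperature.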
GLP1R cytotox: cytotoxic in the GLP-1 receptor inverse agonist counter-screen. Potency, µM (highest dose often 38.3 µM), inactives show at the highest dose activity change, negative = inhibition, most hits filed as inhibitors. hit rate 0.13% among 410,000. HEK293 cAMP-luciferase reporter cells, luminescence, 24 h. AID 624418;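 note: loss of luciferase light is scored as toxicity; potency is the fitted concentration of half-maximal effect; % is set by controls: 0 for no effect and ±100 for the full control effect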
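To flag toxic compounds, the library was rerun on cells for 24 hr at 37 deg C and 5% CO2. Viability-linked luminescence was captured 12 min after adding luciferase detection reagent.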
DRD3 antagonist: blocks the human D3 dopamine receptor. max response, negative = inhibition, %. D3R cells, DiscoveRx beta-arrestin luminescence, antagonist mode; hits give low values. hit rate 2.5% among 360,000. P35462; in the data active = max response below about -50%; inconclusive = no clear call, values can overlap the other calls; note: % is set by controls: 0 for no effect and ±100 for the full control effect; mostly tested at two doses, the higher about 12 µM
Target sequence (P35462 whole entry, looked up): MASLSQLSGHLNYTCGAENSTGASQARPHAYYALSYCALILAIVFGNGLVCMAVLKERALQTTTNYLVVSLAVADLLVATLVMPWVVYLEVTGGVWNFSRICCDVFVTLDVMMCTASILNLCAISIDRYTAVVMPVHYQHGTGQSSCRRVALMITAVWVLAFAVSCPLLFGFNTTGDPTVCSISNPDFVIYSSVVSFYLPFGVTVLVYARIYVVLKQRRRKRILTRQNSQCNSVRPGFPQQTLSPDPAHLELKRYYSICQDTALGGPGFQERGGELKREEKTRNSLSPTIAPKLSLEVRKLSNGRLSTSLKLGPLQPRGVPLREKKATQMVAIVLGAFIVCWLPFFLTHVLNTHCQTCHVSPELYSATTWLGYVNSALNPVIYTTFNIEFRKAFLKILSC
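Cells plated overnight at 1500 cells/well, then exposed to library compounds with dopamine controls for 90 minutes at 37 degrees C. DiscoveRx reagent added for 30–60 minutes at room temperature; luminescence read, quantitative HTS format.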
GLP-1R agonist: agonists of human GLP-1 receptor. HEK293 GLP-1R CRE-luciferase, luminescence, 4-6 h; cells express a hypersensitive GLP-1R form. AID 624172. hit rate 0.007% among 380,000. Potency, µM (titrated, usually from 45.6 µM), inactives show at the top dose activation, actives largely listed as activators. P43220; note: potency is the fitted concentration of half-maximal effect; % of control where 0% means no effect
Target sequence (P43220 whole entry, looked up): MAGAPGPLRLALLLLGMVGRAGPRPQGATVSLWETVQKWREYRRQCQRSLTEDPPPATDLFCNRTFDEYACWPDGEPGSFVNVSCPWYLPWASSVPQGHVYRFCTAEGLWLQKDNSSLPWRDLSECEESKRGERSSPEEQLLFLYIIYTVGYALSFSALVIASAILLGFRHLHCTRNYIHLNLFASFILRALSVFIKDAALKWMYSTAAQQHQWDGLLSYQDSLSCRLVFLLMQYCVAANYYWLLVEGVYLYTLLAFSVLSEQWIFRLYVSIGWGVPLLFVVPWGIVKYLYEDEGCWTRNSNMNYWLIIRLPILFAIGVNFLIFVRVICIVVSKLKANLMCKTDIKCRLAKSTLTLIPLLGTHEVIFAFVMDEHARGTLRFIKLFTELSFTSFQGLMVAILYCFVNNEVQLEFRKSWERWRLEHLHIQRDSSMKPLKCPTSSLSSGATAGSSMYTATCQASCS
IL-2 act: IL-2 activation. hit rate 0.065% among 360,000. IL-2 activation reporter assay, cell-based qHTS; stimulated with anti-CD3/CD4/CD28 beads; in transgenic mouse T cells. activation, % (series mostly up to about 46 µM); in the data active = activation above about 50%; inconclusive = mostly about 30% to 49%; note: 0% is about no effect
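First, unstimulated transgenic mouse T cells were exposed to compound for 60 min. Next, anti-CD3/anti-CD4-coated beads with anti-CD28 were added. Finally, after 18 h at 37 degrees C, EGFP and DsRed were imaged.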
DRD3 agonist: D3 dopamine receptor (human) agonism. D3R DiscoveRx beta-arrestin cells, luminescence, 90 min. hit rate 0.58% among 410,000. max activation, %; in the data active = max activation above about 30%; note: 0% is about no effect; mostly tested at two doses, the higher about 12 µM
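Agonist mode: compounds and dopamine controls were applied to plated cells for 90 min at 37 degrees C after an overnight attachment at 1500 cells/well. Luminescent read-out followed 30 - 60 minutes at room temperature with DiscoveRx detection reagent.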
GLP1R inv ag: inverse agonists of human GLP-1 receptor; hit rate 1.6% among 410,000; Potency, µM (doses to about 38.3 µM), for the others: top-dose activity change, negative = inhibition, usual class: inhibitors; P43220; HEK293 GLP-1R CRE-luciferase, luminescence, 24 h; GLP-1R form is constitutively active; AID 624417; note: potency is the fitted concentration of half-maximal effect; % is set by controls: 0 for no effect and ±100 for the full control effect; nearly all actives have a fitted effect of over 55% in size
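Seeding at 200 cells/uL, 12 h culture, 24 hr compound treatment, then luciferase reagent and a luminescence read; cells are HEK293 stably expressing a constitutively active GLP-1R plus cAMP-responsive luciferase.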
PI5P4Ka inh: blocks human PI5P4K alpha kinase activity; max response, %; PI5P4Kalpha enzyme, ADP-Glo luminescence, 60 min; hits give low values; P48426; hit rate 1.2% among 330,000; active = max response of -50% or lower; inconclusive = between -30% and -50%; inactive = -30% or higher; note: value at the top dose of about 77 µM; % is set by controls: 0 for no effect and ±100 for the full control effect
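Single end-point luminescence (ADP-Glo) quantified ADP from PI5P4Kalpha turnover; ATP 5 microM final, 1 h at RT, 0.1% CHAPS and 0.28 mM EGTA in HEPES pH 7.4.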
PLK1 PBD inh: inhibitors of human PLK1 polo-box domain binding; P53350; Plk1 PBD binding of FITC phosphopeptide, fluorescence polarization; Potency, µM, for the others: max response, negative = inhibition, hits mostly inhibitors; hit rate 2.8% among 360,000; AID 720504; note: potency is the fitted concentration of half-maximal effect; series mostly up to about 57 µM; % is set by controls: 0 for no effect and ±100 for the full control effect; nearly all actives have a fitted effect of over 65% in size
Starred values were filed as active, the others as inactive; ? = inconclusive; nt = not tested or not shown; [ ] = dose if it differs, or a comment. Unless noted, calls come from the whole dose curve; as a rule, active = well fitted curve in the direction sought with a large enough effect; inconclusive = small, poorly fitted or top-dose-only effect, or another doubt; inactive = no such curve, though single readings can be large; an effect the other way counts as inactive or inconclusive.

entry | structure | WRN helicase inh | GLP1R cytotox | DRD3 antagonist | GLP-1R agonist | IL-2 act | DRD3 agonist | GLP1R inv ag | PI5P4Ka inh | PLK1 PBD inh
1 | Cc1cccc(C)c1-n1nnnc1C1c2ccccc2C(=O)N1C1CC1 (configuration not stated) | -5.2% | -6.1% | 0.7 | 2.8% | -0.5 | 0.3 | 20.8% | 3.3 | -3.8%
2 | Cc1cc(=O)oc2c1ccc1ccccc12 | 3.6% | -0.5% | 1.8 | 10.3% | -2.6 | 3.2 | 14.8% | 5.8 | -2.5%
3 | COc1ccc(N2CCN(C(=O)COC(=O)c3cc(S(=O)(=O)N(C)C)ccc3N3CCCC3)CC2)cc1 | -3.0% | -15.9% | -9.6 | 0.4% | 2.8 | -5.0 | 3.5% | 3.8 | -1.1%
4 | Cc1ccccc1C(=O)NC(NC(=O)c1ccccc1C)c1cccc([N+](=O)[O-])c1 | 0.1% | 15.6% | 58.7 | 4.4% | -6.0 | -17.8 | 3.6% | 3.6 | 0.0%
5 | O=C(NCc1n[nH]c(=S)n1-c1ccc(F)cc1)c1ccc(S(=O)(=O)N2CCOCC2)cc1 | 9.2% | 0.9% | 2.2 | -3.0% | -0.3 | -2.8 | 1.5% | -8.1 | ?
6 | C[C@H](CO)N1C[C@H](C)[C@@H](CN(C)S(=O)(=O)c2ccc(F)cc2)Oc2c(NC(=O)CCC(F)(F)F)cccc2C1=O | 6.7% | -9.1% | -3.2 | 6.6% | -0.3 | 16.7 | 9.5% | -7.6 | -4.0%
7 | O=C(Nc1ncc2c(n1)-c1ccccc1OC2)c1cccc([N+](=O)[O-])c1 | -11.3% | -2.3%[7.66 µM] | 8.1 | 0.1% | -0.8 | -3.1 | 16.1%[7.66 µM] | 0.7 | 3.2%
8 | CCOC(=O)/C(=C\c1ccccc1)C(=O)CCN1CCOCC1 | 5.9% | -4.5% | 13.8 | -8.9% | 1.1 | 1.2 | -8.3% | 9.5 | 6.7µM*
9 | O=C(CN1C(=O)S/C(=C\c2ccc(C(=O)O)cc2)C1=O)Nc1ccccc1 | -0.1% | -3.4% | -20.7 | -7.8% | -2.9 | -0.5 | 0.4% | -2.5 | -16.2%
10 | CCOC(=O)c1ccc(-c2ccc(/C=N/NC(=O)Cc3nnc(N)s3)o2)cc1 | -9.4% | 0.3% | 9.4 | 2.4% | 0.7 | 14.4 | 43.3%[activator] | 0.0 | 1.5%
11 | O=C(Nc1ccnn1C1CCN(Cc2ccn[nH]2)CC1)c1ccccc1 | -22.0% | 16.1% | 12.9 | -1.5% | -1.9 | -7.8 | 8.9% | 5.3 | 0.4%
12 | O=C(N/N=C/c1cccs1)C(O)c1ccccc1 (configuration not stated) | -9.5% | 2.7% | 15.0 | 3.0% | -0.4 | 3.0 | 0.1% | -6.9 | -1.3%
13 | C=CCn1c(=S)[nH]c2cc(-c3ccccc3)sc2c1=O | -8.8% | ? | 4.5 | 3.3% | 0.3 | -1.1 | -17.9% | -20.5 | -18.0%
14 | Clc1ccc(NC2=NCCC2)cc1Cl | -0.1% | -3.4% | -22.1 | -14.4% | 0.6 | -0.2 | 2.6% | -2.1 | -11.8%
15 | COC(=O)c1[nH]c2cccc(OC)c2c1NC(=O)C(C)N1CCC(C)CC1 (configuration not stated) | -11.4% | 1.7% | -9.1 | 18.1% | -1.0 | -15.2 | 0.0% | nt | -5.8%

Arranged by molecular weight (largest number first): 4 of the compounds above.
entry | structure | WRN helicase inh | GLP1R cytotox | DRD3 antagonist | GLP-1R agonist | IL-2 act | DRD3 agonist | GLP1R inv ag | PI5P4Ka inh | PLK1 PBD inh
5 | O=C(NCc1n[nH]c(=S)n1-c1ccc(F)cc1)c1ccc(S(=O)(=O)N2CCOCC2)cc1 | 9.2% | 0.9% | 2.2 | -3.0% | -0.3 | -2.8 | 1.5% | -8.1 | ?
4 | Cc1ccccc1C(=O)NC(NC(=O)c1ccccc1C)c1cccc([N+](=O)[O-])c1 | 0.1% | 15.6% | 58.7 | 4.4% | -6.0 | -17.8 | 3.6% | 3.6 | 0.0%
11 | O=C(Nc1ccnn1C1CCN(Cc2ccn[nH]2)CC1)c1ccccc1 | -22.0% | 16.1% | 12.9 | -1.5% | -1.9 | -7.8 | 8.9% | 5.3 | 0.4%
7 | O=C(Nc1ncc2c(n1)-c1ccccc1OC2)c1cccc([N+](=O)[O-])c1 | -11.3% | -2.3%[7.66 µM] | 8.1 | 0.1% | -0.8 | -3.1 | 16.1%[7.66 µM] | 0.7 | 3.2%

The list goes on:
entry | structure | WRN helicase inh | GLP1R cytotox | DRD3 antagonist | GLP-1R agonist | IL-2 act | DRD3 agonist | GLP1R inv ag | PI5P4Ka inh | PLK1 PBD inh
16 | CCCOc1ccc(C2NC(=O)CCC2[N+](=O)[O-])cc1 (configuration not stated) | -2.4% | -5.6% | 11.3 | -5.2% | 1.0 | -1.9 | 21.6% | 2.8 | -2.8%
17 | O=C1[C@@H]2Cc3c([nH]c4ccccc34)C(c3cccc(Br)c3)N2C(=O)CN1C1CCN(Cc2ccccc2)CC1 (some centres not stated) | -3.1% | ? | -18.7 | 4.2% | -4.4 | -26.5 | 3.16µM* | -2.8 | -3.8%
18 | O=C(NCc1ccco1)c1cccs1 | -32.9%[57.1 µM] | -1.5% | 19.7 | 2.2% | -3.8 | -10.7 | 3.4% | -15.4 | -11.1%
19 | COC(=O)c1cc(=O)nc(NNC(C)=O)s1 | 6.0% | -23.5% | 7.2 | -2.8% | -0.8 | 0.4 | -16.7% | 0.7 | -8.5%
20 | COC(=O)Cn1c(CN(Cc2ccccc2)Cc2ccccc2)nc2c1c(=O)[nH]c(=O)n2C | 0.8% | 6.1% | 5.9 | -0.5% | 0.1 | -13.5 | 0.7% | nt | -9.4%
21 | COc1ccc(/C=N/N=C2/NC(=O)C(CC(=O)NC(N)=O)S2)cc1 (configuration not stated) | 5.7%[57.1 µM] | -11.9% | 35.8 | 0.9% | 0.4 | -10.0 | 27.4% | 0.3 | 10.4%
22 | Fc1cccc(NC(=S)N2CCN(c3ccccn3)CC2)c1 | -25.3% | 18.3% | -8.8 | -9.6% | -0.5 | -5.2 | -6.7% | -0.1 | -5.5%
23 | Cc1cc(C)n2nc(C(=O)OCC(=O)Nc3ccc(C)c(S(=O)(=O)N4CCOCC4)c3)nc2n1 | -22.1% | 14.5% | -6.9 | 0.4% | -0.6 | -10.1 | 4.0% | 6.1 | -7.5%
24 | COc1ccc(C(C)=O)cc1CSc1nnc(C)n1-c1ccccc1 | -19.8% | 11.0% | 14.6 | 1.6% | 0.0 | 2.1 | -1.4% | -5.7 | -6.3%
25 | CCOc1cc2[nH]c(=S)n(CC3CCCN3CC)c(=O)c2cc1OCC (configuration not stated) | -2.9% | -25.8% | -8.5 | -1.7% | -1.8 | -36.7 | 0.0% | nt | -1.8%
26 | CCCCn1c(CN2CCN(c3ccccc3)CC2)nc2c1c(=O)n(C)c(=O)n2C | 2.2% | -2.1% | -16.0 | 1.7% | -3.7 | -3.2 | 11.5% | -5.1 | -4.7%
27 | COc1ccc(C(CCNCc2ccc(OC(C)C)cc2)C(C)C)cc1 (configuration not stated) | -2.0% | ? | -6.9 | 11.2% | -3.8 | -11.3 | ? | -1.1 | 0.8%
28 | Cc1nnc(SCC(=O)NCc2cccs2)[nH]c1=O | -14.4% | -12.3% | -5.5 | -3.0% | -1.2 | 0.4 | 13.9% | nt | ?
29 | O=C(C1CCCN(S(=O)(=O)c2ccc(Br)cc2)C1)N1CCOCC1 (configuration not stated) | -31.4% | 5.2% | -18.5 | -11.6% | -0.6 | -9.0 | 0.3% | -0.5 | -14.3%
30 | COc1ccc(CCN2CCC(CN3C(=S)NC[C@@H]3CC(C)C)CC2)cc1OC | -8.2% | -0.3% | ? | -0.5% | -0.6 | -39.9 | -4.3% | 4.0 | -11.5%

Following part.
entry | structure | WRN helicase inh | GLP1R cytotox | DRD3 antagonist | GLP-1R agonist | IL-2 act | DRD3 agonist | GLP1R inv ag | PI5P4Ka inh | PLK1 PBD inh
31 | CN(CC(=O)Nc1ccc(Cl)c(Cl)c1)C(=O)CN1C(=O)NC2(CCCC2)C1=O | -13.8% | -2.4% | -1.0 | 7.4% | -0.1 | 6.9 | ? | 2.4 | -6.4%
32 | O=C(Nc1ccc2c(c1)CCC2)c1cc(F)cc(F)c1 | -11.3% | -13.2% | -25.8 | 2.8% | -2.6 | 1.4 | -29.8% | 1.2 | 6.4%
33 | N#Cc1ccccc1NC(=O)c1cccc(COc2ccc(Cl)cc2Cl)c1 | -2.8% | -28.9% | 33.6 | -1.4% | -2.1 | 6.3 | ? | 0.4 | -2.0%
34 | COc1c(C)cccc1C(=O)Nc1ccc(OCC(=O)N2CCOCC2)cc1C | -4.1% | 10.7% | 6.3 | -2.2% | 0.2 | 1.0 | 19.4% | 2.7 | 1.7%
35 | Cc1ccc(-c2ccc(CN3C(C(C)C)C(=O)N(Cc4cn(Cc5ccco5)nn4)CCS3(=O)=O)cc2)cc1 (configuration not stated) | -9.1% | -17.9% | 0.0 | -0.1% | -0.5 | 7.9 | ? | -0.2 | -10.0%
36 | COC(=O)C1=C(CN2CCSCC2)NC(=O)NC1c1cc(C)ccc1C (configuration not stated) | 0.1% | -8.2% | 60.9 | -6.7% | -0.7 | 2.7 | -43.5% | -8.5 | 1.7%
37 | CC(=O)c1ccc(N2C(=O)[C@@H]3C(CCC(N)=O)NC4(C(=O)Nc5c4ccc(Cl)c5C)[C@@H]3C2=O)cc1 (some centres not stated) | 5.5% | 5.3% | 7.2 | 16.2% | 0.0 | 2.9 | 12.5% | -4.1 | -8.5%
38 | CCOc1ccc(NS(=O)(=O)c2ccc(OCC(=O)NCc3ccncc3)cc2)cc1 | -1.7% | -3.8% | 16.8 | -5.8% | -1.5 | -4.8 | 4.0% | -2.9 | -0.1%
39 | OCC1CCCCN1C(=S)Nc1cccc(Cl)c1 (configuration not stated) | 2.5% | -0.5% | 0.0 | -1.3% | -2.2 | -5.8 | -30.7% | -6.4 | -19.0%

Part of the list above with just PLK1 PBD inh and DRD3 agonist:
entry	compound	PLK1 PBD inh	DRD3 agonist
27	COc1ccc(C(CCNCc2ccc(OC(C)C)cc2)C(C)C)cc1 (configuration not stated)	0.8%	-11.3
9	O=C(CN1C(=O)S/C(=C\c2ccc(C(=O)O)cc2)C1=O)Nc1ccccc1	-16.2%	-0.5
